Screens from PubChem.
KAT2A inh: qHTS Assay for Inhibitors of GCN5L2; Histone acetyltransferase KAT2A (Homo sapiens), Q92830; GCN5L2 HAT assay, ThioGlo1 CoA-SH fluorescence; Potency, µM (doses to about 58.9 µM), without a hit: top-dose activity change, negative = inhibition, hits mostly inhibitors; hit rate 0.21% among 390,000; AID 504327, 2011
Target sequence (Q92830 whole entry, looked up): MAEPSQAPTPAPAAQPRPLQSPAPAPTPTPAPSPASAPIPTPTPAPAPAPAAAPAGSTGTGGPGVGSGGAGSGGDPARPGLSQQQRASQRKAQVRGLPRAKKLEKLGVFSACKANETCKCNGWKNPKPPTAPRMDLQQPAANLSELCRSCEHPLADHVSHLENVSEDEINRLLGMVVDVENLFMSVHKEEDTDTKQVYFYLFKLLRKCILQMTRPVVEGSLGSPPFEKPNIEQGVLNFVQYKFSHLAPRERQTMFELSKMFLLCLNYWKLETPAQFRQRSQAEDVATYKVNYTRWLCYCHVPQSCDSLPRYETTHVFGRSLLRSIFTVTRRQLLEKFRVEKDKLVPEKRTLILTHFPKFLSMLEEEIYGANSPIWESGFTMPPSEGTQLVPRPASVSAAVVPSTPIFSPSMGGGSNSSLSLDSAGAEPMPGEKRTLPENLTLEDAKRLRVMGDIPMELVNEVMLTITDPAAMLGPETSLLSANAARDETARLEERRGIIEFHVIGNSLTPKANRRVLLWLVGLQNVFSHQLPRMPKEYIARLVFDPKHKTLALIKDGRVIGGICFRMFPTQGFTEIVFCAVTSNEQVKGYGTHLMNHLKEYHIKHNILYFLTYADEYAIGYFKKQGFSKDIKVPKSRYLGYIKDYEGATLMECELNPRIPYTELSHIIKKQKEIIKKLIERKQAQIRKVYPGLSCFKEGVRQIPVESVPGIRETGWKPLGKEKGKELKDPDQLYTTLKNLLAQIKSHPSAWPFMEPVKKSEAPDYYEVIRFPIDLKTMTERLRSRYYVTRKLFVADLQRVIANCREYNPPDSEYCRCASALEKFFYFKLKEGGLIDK
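ThioGlo1-coupled HAT assay: 20nM GCN5L2, 70uM acetyl-CoA, 75uM H3(1-25) peptide, pH 7.5. Fluorescence read at 340/540nm at start and after 20 min at room temperature.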
TDP1 cell noCPT: qHTS for Inhibitors of human tyrosyl-DNA phosphodiesterase 1 (TDP1): qHTS in cells in absence of CPT; DT40 Tdp1-/- hTDP1 cells, no CPT, ATP luminescence, 48 h; Potency, µM (series often up to 46.2 µM), inactives show at the highest dose activity change, negative = growth inhibition, actives largely listed as inhibitors; hit rate 15% among 420,000; also: nearly all actives have a fitted effect of over 55% in size
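Readout: luminescence from CellTiter-Glo after 30 min in the dark at RT. Cells: DT40 Tdp1-/- with stable hTDP1, 400/well. Exposure: compounds alone, ≥48 hr, 37 °C.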
TDP1 cell CPT: qHTS for Inhibitors of human tyrosyl-DNA phosphodiesterase 1 (TDP1): qHTS in cells in presence of CPT. chicken DT40 Tdp1-/-;hTDP1 cells + 20 nM CPT, ATP luminescence, 48 h. Potency, µM (titrated, usually from 46.2 µM), for inactives: top-dose activity change, negative = growth inhibition, most hits filed as inhibitors. hit rate 12% among 420,000. AID 686979, 2013; also: nearly all actives have a fitted effect of over 55% in size
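Cell growth measured by CellTiter-Glo luminescence after a minimum 48 h, 37 C compound exposure with 20 nM CPT in Tdp1-knockout DT40 cells stably expressing hTDP1, seeded 400/well; qHTS titration format.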
* hit, by the source's call; ? = inconclusive; . = no result given; & = joins results of further samples; [ ] = remark or other dose. Calls follow the shape of the dose curve; as a rule, active = well fitted curve in the direction sought with a large enough effect; inconclusive = small, poorly fitted or top-dose-only effect, or another doubt; inactive = no such curve, though single readings can be large; an effect the other way counts as inactive or inconclusive. % is scaled to controls: 0 for no effect and ±100 for the full control effect; potency is read from the fitted curve at half-maximal effect. Compounds as they come. About 18% of those tested had a hit in this group.

SMILES	KAT2A inh	TDP1 cell noCPT	TDP1 cell CPT
CSCCC(NC(=O)COc1ccccc1)C(=O)N(C)CC(=O)Nc1ccc(C)cc1 (stereo not given)	-7%	-4%	?
CCN(CC(=O)Nc1ccc2c(c1)OCCO2)C(=O)CCc1ccccc1Cl	-4%	?	-25%
Cc1cccc(CC(=O)Nc2cc(=O)n(C)c(=O)n2C)c1	-4%	-23%	-29%
Cc1ccc(OCC(=O)N/N=C\c2ccc(O)c([N+](=O)[O-])c2)c([N+](=O)[O-])c1	-12%	-18%	-2%
Cc1cccc(C(C)C)c1NC(=O)COC(=O)C1CC(=O)N(Cc2ccccc2)C1 (stereo not given)	-10%	-25%	-16%
CCNC(=O)C1(C)CCN1C(=O)Cc1ccc(C(C)C)cc1 (stereo not given)	.	-29%	?
CC(C)(C)NC(=O)C12CCC(C)(c3nc4ccccc4nc31)C2(C)C (stereo not given)	-10%	22µM*	11µM*
Cc1ccc(Oc2ccccc2NC(=O)CSCC(=O)Nc2cc(C)on2)cc1	1%	10µM*	8.2µM*
O=C(Nc1ccccc1N1CCCC1)c1ccc([N+](=O)[O-])o1	0%	?	23µM*
NC(=O)CSc1nc2cc(S(=O)(=O)N3CCOCC3)ccc2o1	-18%	-3%	-2%
C[N+]1(C)CC[C@H](OC(=O)[C@@](O)(c2ccccc2)C2CCCC2)C1	2%	3%	0%
C/C(=C\C(=O)c1cccnc1)Nc1ccc(C(=O)O)cc1	4%	2%	-17%
CC(NC(=O)/C(C#N)=C/c1cn[nH]c1-c1ccccc1)c1ccccc1 (stereo not given)	-6%	-2%	-6%
COc1cc(Cl)c(C)cc1NC(=O)C1CCCN(c2ncnc3onc(-c4ccc(F)cc4)c23)C1 (stereo not given)	-8%	8.2µM*	15µM*
CCCCOC(=O)c1nnc(-c2ccc(Cl)cc2)o1	2%	3%	1%
Cc1nc2sccn2c(=O)c1S(=O)(=O)Nc1cc(C(F)(F)F)ccc1Cl	-2%	-27%	-5%

Two compounds from above with just KAT2A inh:
canonical_smiles,KAT2A inh
C[N+]1(C)CC[C@H](OC(=O)[C@@](O)(c2ccccc2)C2CCCC2)C1,2%
C/C(=C\C(=O)c1cccnc1)Nc1ccc(C(=O)O)cc1,4%

Next structures follow:
SMILES	KAT2A inh	TDP1 cell noCPT	TDP1 cell CPT
COc1ccccc1NS(=O)(=O)c1ccc(C)c(C(=O)NCC(c2ccco2)N(C)C)c1 (stereo not given)	1%	7%	12%
Cc1c(CCOC(=O)C23CC4CC(CC(C)(C4)C2)C3)sc[n+]1CC(=O)c1ccccc1	-6%	21µM*	23µM*
Brc1ccc2c(c1)C(c1ccc(N3CCOCC3)cc1)=NNC(c1cccs1)=N2	-10%	21µM*	?
S=C(S)OC1CC2CC1C1CCCC21 (stereo not given)	8%&10%	?	-2%
COc1ccc(CC(=O)NCc2nc3cccnc3n2Cc2ccc(C)cc2)cc1	0%	1%	-21%
COc1cccc(OCc2cc(C3Nc4ccccc4C(=O)N3c3ccccc3)ccc2OC)c1 (stereo not given)	.	13µM*	10µM*
COc1ccc(NC(=O)c2cccc(S(=O)(=O)N3CCCCC3)c2)c(OC)c1	-9%	-19%	?
Cc1ccc(N2CC(C(=O)Nc3cccc(S(=O)(=O)N4CCOCC4)c3)CC2=O)cc1 (stereo not given)	.	-22%	-14%

Structures above containing fluorine, in the order listed:
SMILES	KAT2A inh	TDP1 cell noCPT	TDP1 cell CPT
COc1cc(Cl)c(C)cc1NC(=O)C1CCCN(c2ncnc3onc(-c4ccc(F)cc4)c23)C1 (stereo not given)	-8%	8.2µM*	15µM*
Cc1nc2sccn2c(=O)c1S(=O)(=O)Nc1cc(C(F)(F)F)ccc1Cl	-2%	-27%	-5%

Next part.
SMILES	KAT2A inh	TDP1 cell noCPT	TDP1 cell CPT
CCN=C1S/C(=C/c2ccc(-c3ccc(Cl)cc3C(=O)O)o2)C(=O)N1CC	?	-25%	-20%
O=C(NCC(=O)N1CCN(C/C=C/c2ccccc2)CC1)c1ccc(Br)cc1	0%	8.2µM*	16µM*
Cc1cc2oc(=O)cc(CN3CCc4ccccc43)c2cc1Cl	-5%	?	?
CCCCN(C)C(=O)C1CCCN(c2ncnc3onc(C)c23)C1 (stereo not given)	24%	1.8µM*	5.2µM*
COc1ccccc1C(=O)NCCC(=O)Nc1ccncc1	-4%	2%	-4%
COC(=O)c1ccc(C(=O)OC)c(NC(=S)N2CCC(C)CC2)c1	2%	-9%	-9%
COc1cc(C(=O)N/N=C(\C)c2ccc(NC(=O)Cc3ccccc3)cc2)ccc1O	-1%	-3%	-23%
O=C(NC1CCCCC1)c1cc(-c2ccccc2O)on1	-6%	11%	5%
CNC(=O)[C@@]1(Cc2ccccc2)C=C[C@@H](C)N1C(C)=O	.	-23%	0%
O=C(Nc1ccc(N2CCCC2=O)cc1)c1cccc(F)c1	-3%	?	?
CCN(c1ccc(NC(=O)COC(=O)C2CCN(c3ccc(C(F)(F)F)cn3)CC2)cc1)C(C)C	.	?	?
CCCn1nnnc1NCc1ccccc1Cl	-1%	-1%	-2%
CC1CCc2c(sc3ncn(CC(=O)N4CCCCC4)c(=O)c23)C1 (stereo not given)	-2%	?	-23%
O=C(COc1ccccc1Cl)NCCC1=CCCCC1	24%	?	-23%
Cc1c(CC(=O)NCC(=O)NCC(=O)O)c(=O)oc2cc3c(cc12)CCC(C)(C)O3	-5%	13%	-12%
O=C(Nc1ccccc1-c1ccccc1)C1CCCC1	-5%	6.5µM*	6.5µM*

The listing continues.
SMILES	KAT2A inh	TDP1 cell noCPT	TDP1 cell CPT
COc1cc2[nH]c(C(=O)N(C)C3CCS(=O)(=O)C3)cc2c(OC)c1OC (stereo not given)	4%	10%	-1%
COc1cc(/C=C/C(=O)O)cc(S(=O)(=O)Nc2ccc3c(c2)CCC3)c1OC	0%	-28%	-9%
CCc1ccccc1N(C)C(=O)c1cn(-c2cccc(OC)c2)c(=O)c2ccccc12	0%	16µM*	15µM*
C[C@H](Nc1ccc(C(F)(F)F)cc1[N+](=O)[O-])C(=O)O	-6%	-7%	4%
O=C(COC(=O)c1cc[n+]([O-])cc1)Nc1ccc(Br)cc1	1%	13%	-1%
COC(=O)CCc1c(C)c(C(=O)c2cccc(OC)c2OC)c2ccccn12	-36%	?	-18%
Cc1nc(CC(=O)NCC2Cc3cc(F)cc(-c4ccc(F)c(C)c4)c3O2)cs1 (stereo not given)	.	13µM*	7%[9.04 µM]
Cn1c(=O)c2[nH]c(CCc3ccncc3)nc2n(C)c1=O	.	-15%	14%
O=C(Oc1csc(=S)n1C(=O)c1ccccc1)c1ccccc1	0%	?	?
N#Cc1ccc(C(=O)OCC(=O)N2CCCCCC2)cc1	1%	3%	4%
CCN1CCN(CCCNC(=O)c2cnn(-c3ccccc3)c2C2CCN(C(=O)OC(C)(C)C)CC2)CC1	-9%	1%	-10%
CCOC(=O)C1=C(CSc2nc(-c3ccccc3)ccc2C#N)OC(N)=C(C#N)C1c1ccccc1 (stereo not given)	-15%	2.9µM*	3.7µM*
O=C(Nc1ccc2ccccc2n1)Nc1cccs1	2%	-26%	-14%
Cc1cc2c(cc1C)NC(=O)CC(C(F)(F)C(F)(F)C(F)(F)F)=N2	2%	-22%	-11%
COc1ccc(-c2onc(C)c2C)cc1S(=O)(=O)NCc1ccc(Br)cc1	-15%	13µM*	10µM*
COC(=O)c1sc(NC(=O)COc2ccccc2)nc1C	-6%	-28%	2%
CCCOc1ccc(OCCSc2nnc(N)s2)cc1	7%	-19%	-14%
C=C1CCN([C@@H](CC(C)C)C(=O)NN2CCOCC2)S(=O)(=O)c2ccccc21	.	17%	3%
CC(O)[C@H]1CNC(=O)C(=O)N1CC(C)(C)C (stereo not given in full)	2%	-26%	2%
CN(CC(=O)Nc1c(Cl)cccc1Cl)C(=O)CCc1nc2sc3c(c2c(=O)[nH]1)CCCC3	-16%	-7%	2%
S=C1NCN(Cc2cccnc2)CN1c1cccc(Cl)c1	-5%	-24%	-9%
CC(C)(C)CN1C(N)=NC[C@@H]1Cc1ccccc1	.	-27%	-2%
CCOc1ccc(-c2cc(C(=O)NCCCN3CCN(CC)CC3)c3ccccc3n2)cc1	-12%	?	?
Cc1c(NC(=O)CN2C(=O)NC3(CCC(C)CC3)C2=O)c(=O)n(-c2ccccc2)n1C (stereo not given)	?	10%	8%
Cc1ccccc1NC(=O)c1nc(-c2ccncc2)no1	-11%	-4%	5%
Cc1cc(C)nc(SCC(=O)Nc2cc(C)on2)n1	-4%	-2%	-1%
CN(C)S(=O)(=O)c1ccc(Cl)c(NC(=O)COC(=O)C2CSC3(C)CCC(=O)N23)c1 (stereo not given)	1%	-1%	25%
CC1(C)Cc2c(c(-c3ccco3)nc3sc4c(NCCCO)ncnc4c23)CO1	-3%	8.2µM*	10µM*
CCOC(=O)N1CCN(S(=O)(=O)c2ccc(OC)c(Br)c2)CC1	-9%	?	-9%
COc1ccccc1CSc1nc2ccccc2[nH]1	-9%	-18%	-21%
COc1ccc(N/C=C/C(=O)c2cc(OC)c(OC)c(OC)c2)cc1	-6%	1µM*	1µM*
CCN(CC)C(=O)C1CCCN(C(=O)Nc2ccccc2)C1 (stereo not given)	2%	1%	1%
O=C(Nc1cccc(C(F)(F)F)c1)C1CCN(c2nnc(-n3cccc3)s2)CC1	-2%	21µM*	?
COc1ccc(C)cc1NC(=O)c1ccc(N(C)S(C)(=O)=O)cc1	1%	-20%	-24%
CCc1ccccc1N1C(=O)C2CC(C)=C(C)CC2C1=O (stereo not given)	0%	?	-30%
Cc1ccc(S(=O)(=O)CCSc2cccc(C(=O)Nc3ccccc3C(=O)O)c2)cc1	-2%	?	?
CC(=O)c1ccc(NC2=C(N3CCOCC3)C(=O)c3ccccc3C2=O)cc1	1%	21µM*	23µM*
COc1ccc(-c2cnc3c(NC=O)cc(-c4ccccc4)cn23)cc1OC	.	0.92µM*	0.92µM*
Cc1ccccc1CN1C(=O)c2ccccc2Sc2ccc(C(=O)N3CCOCC3)cc21	-21%	18µM*	?
O=C(Cn1cccc1C(=O)c1ccccc1)NCCc1ccccc1	-3%	17%	-7%
COc1ccc2nc(N3CCCC3)[nH]c2c1	4%	-4%	-8%
Cc1ccc(S(=O)(=O)NCC(=O)N(CC(=O)NC(C)(C)C)Cc2cccs2)cc1	-6%	?	-5%
COc1cc(NC(=O)C2CCN(S(=O)(=O)c3cccs3)CC2)c(C(=O)O)cc1OC	.	-26%	0%
CC(C)OCCCNC(=O)c1ccc(Cn2c(=O)c3cccn3c3cccnc32)cc1	-4%	-7%	-10%
Cc1ccc(C)c(Nc2ncccc2C(=O)NCc2cccs2)c1	-7%	?	?

Two records picked at random from those above:
SMILES	KAT2A inh	TDP1 cell noCPT	TDP1 cell CPT
CC(=O)c1ccc(NC2=C(N3CCOCC3)C(=O)c3ccccc3C2=O)cc1	1%	21µM*	23µM*
Cc1ccccc1CN1C(=O)c2ccccc2Sc2ccc(C(=O)N3CCOCC3)cc21	-21%	18µM*	?

Remaining list, next part
SMILES	KAT2A inh	TDP1 cell noCPT	TDP1 cell CPT
CSc1oc(-c2cccs2)nc1S(=O)(=O)c1ccccc1	-10%	6%	-14%
CCn1c(NC(=O)c2cccs2)c(-c2cccs2)c(=O)c2ccccc21	-1%	-16%	-26%
CCc1ccc(CNC(=O)c2ccc(OC3CCN(C(C)=O)CC3)c(OC)c2)nc1	?	0%	-6%
CCOC(=O)N1CCC(N(CCOC)C(=O)Nc2ccc(Cl)c(Cl)c2)CC1	-2%	10µM*	18µM*
CCOC(=O)C1CCN(C(=O)CCc2nnc3ccc(N4CCC(C)CC4)nn23)CC1	-16%	?	18µM*
Brc1cc2c(cc1C1OCCO1)OCO2	.	-4%	-4%
Cc1cc2nnc(SC(C)C#N)n2c2ccccc12 (stereo not given)	0%	?	?
CC(C)CN(C(=O)C(C)N1C(=O)c2ccccc2C1=O)c1c(N)n(Cc2ccccc2)c(=O)[nH]c1=O (stereo not given)	0%	-6%	-2%
CCN(CC)C(=O)c1cc2c(=O)c3cc(Cl)ccc3oc2nc1C	1%	-1%	-14%
CC1CN(Cc2nc3c(c(=O)[nH]c(=O)n3C)n2CCCc2ccccc2)CC(C)O1 (stereo not given)	-5%	5%	0%
O=C(NC1CCCCC1)N1CCN(C(=O)c2ccco2)CC1	-23%	4%	-9%
COc1cc(NC(=O)CSc2nc(=O)n(CCN3CCOCC3)c3c2CCCC3)cc(OC)c1	0%	-16%	-4%
CCOC(=O)c1ccc(NC(=O)c2n[nH]c(=O)c3ccccc23)cc1	-13%	8%	0%
